High-throughput results (PubChem)
Hsp70 displacement – Hsp70 inhibitors, probe displacement, primary screen, biochemical, fluorescence polarization (AID 583); actives 0.06% (n = 140,000); Hsp70 fluorescence polarization probe displacement, mP; higher % means a stronger effect; one-dose displacement, % at 20 µM; IC50 in µM for titrated hits; in the data active = displacement above about 50%;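 also: plate controls were vehicle for no effect and reference ligand for full effect; a part of the inactive calls stands beside numbers as strong as those of hits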
MKP-3 inhibition – MKP-3 phosphatase inhibitors, primary screen, biochemical, rat enzyme, in vitro (AID 425) | recombinant MKP-3 phosphatase activity, fluorescence; higher % means a stronger effect | one-dose inhibition, % at 20 µM; IC50 in µM for titrated hits | actives 0.17% (n = 110,000); in the data active = inhibition above about 50%;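 also: plate controls were vehicle for no effect and reference inhibitor for full effect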
Active calls of the source: *; / = no result given; & = joins results of further samples. This is a subset; the hit share may differ from the screen's.

SMILES	Hsp70 displacement	MKP-3 inhibition
O=[N+]([O-])c1ccc(C2Nc3ccc([N+](=O)[O-])cc3C3C=CCC32)cc1 (centres undefined)	0.4%	7%
CC(C)n1c(N2CCN(C(=O)Nc3ccccc3)CC2)nc2ccccc21	3.1%	/
COc1ccc2nc(C)cc(C(=O)O)c2c1	5.1%	-3%
O=C(Nc1ccc(F)c([N+](=O)[O-])c1)c1ccc(OCc2ccccc2)cc1	-1.6%	2%
CCOP(=O)(c1ccc(N(C)C)cc1)C(O)c1ccccc1OC (centres undefined)	-5.6%	-6%
COc1ccc(CNC(=O)CCn2c(=O)oc3ccccc32)cc1	5.0%	2%
O=C(O)CCCNS(=O)(=O)c1cccs1	9.4%	3%
c1ccc2[nH]c(-c3cscn3)nc2c1	/	-2%
CCOc1ccc2[nH]c(=O)c(CN(Cc3nnnn3Cc3ccccc3)CC3CCCO3)cc2c1 (centres undefined)	0.7%	1%
NC(=O)CCn1c(=S)n(CCC(N)=O)c2ccccc21	1.1%	-1%
CCOC(=O)N1CCN(S(=O)(=O)c2ccc(C(=O)Nc3sc4c(c3C#N)CCC4)cc2)CC1	-1.1%	-8%
N#CC1=C(N)OC2=C(C(=O)CCC2)C12CCC1(CC2)OCCO1	-1.6%	3%
CC(=O)c1cccc(NC(=O)CN(c2ccccc2)S(=O)(=O)c2ccccc2[N+](=O)[O-])c1	1.4%	2%
CCC(=O)Nc1c(-c2cccs2)c(=O)c2ccccc2n1C	-1.3%	-8%
COc1ccccc1NC(=O)CSc1nnnn1-c1ccc2c(c1)OCO2	1.1%	2%
Nc1c(NCCN2CCCC2)c2ccccc2oc1=O	3.8%	-4%
CCN(C(=O)Cn1c(=O)n2nc(CCn3nc(C)cc3C)nc2c2ccccc21)c1cccc(C)c1	1.2%	0%
COc1ccc(CCNC(=O)C(=O)Nc2cc(C)cc(C)c2)cc1OC	-4.4%	3%
O=C(COC(=O)c1ccco1)Nc1ccccc1	-0.4%	4%
Nc1nc2ccccc2n1CCN1CCCC1	0.9%	-6%
COc1ccccc1CNCc1cc(OC)c(O)c(OC)c1	-4.4%	2%
O=C(O)C1C2C=CC(CC2)C1C(=O)O (centres undefined)	4.5%	/
O=c1oc2cc(O)c([N+](=O)[O-])cc2cc1-c1csc(-c2cc3ccccc3oc2=O)n1	4.2%	85%*
O=C1C=CC(=O)N1c1ccc(SC(F)F)cc1	2.0%	3%
Cc1ccc(/C=N/NC(=O)C2=NNC(c3ccccc3)(c3ccccc3)C2)c(O)c1	-1.1%	/

Reprinted at random: 5 compounds from above
SMILES	Hsp70 displacement	MKP-3 inhibition
c1ccc2[nH]c(-c3cscn3)nc2c1	/	-2%
O=C(COC(=O)c1ccco1)Nc1ccccc1	-0.4%	4%
CC(=O)c1cccc(NC(=O)CN(c2ccccc2)S(=O)(=O)c2ccccc2[N+](=O)[O-])c1	1.4%	2%
COc1ccccc1CNCc1cc(OC)c(O)c(OC)c1	-4.4%	2%
COc1ccc(CNC(=O)CCn2c(=O)oc3ccccc32)cc1	5.0%	2%

A run of entries from further up, as a working copy:
SMILES	Hsp70 displacement	MKP-3 inhibition
CC(C)n1c(N2CCN(C(=O)Nc3ccccc3)CC2)nc2ccccc21	3.1%	/
COc1ccc2nc(C)cc(C(=O)O)c2c1	5.1%	-3%
O=C(Nc1ccc(F)c([N+](=O)[O-])c1)c1ccc(OCc2ccccc2)cc1	-1.6%	2%
CCOP(=O)(c1ccc(N(C)C)cc1)C(O)c1ccccc1OC (centres undefined)	-5.6%	-6%

(list continues)
SMILES	Hsp70 displacement	MKP-3 inhibition
CSc1ccc(N2C(=O)NC3(CCCCC3)C2=O)cc1	6.2%	-6%
CCCCOc1ccc(C(=O)N2CCCCCC2)cc1	0.2%	-9%
O=C(CC1COc2ccccc2O1)NCCc1ccccc1 (centres undefined)	-0.6%	/
CC(C)(C)c1cc(N2C(=O)C(=O)/C(=C(/O)c3ccc(Cl)cc3)C2c2cccc([N+](=O)[O-])c2)no1 (centres undefined)	0.8%	8%
COc1ccccc1Nc1nc2c(s1)CCC2	2.0%	-13%
COc1ccc(-c2ccc(-c3noc(-c4ccncc4)n3)c(OC)n2)cc1	-115%	-16%
CCc1cc2c3c(c(=O)oc2cc1O)CCCC3	0.5%&-3.1%	-10%&2%
CCOC(=O)C1=C(C)N=c2s/c(=C\c3cc(OC)c(OC)cc3[N+](=O)[O-])c(=O)n2C1c1cccc(OC)c1 (centres undefined)	1.7%	2%
CCOc1ccc(OCc2ccc(C(=O)Nc3cccc(C)n3)o2)cc1	-4.6%	2%
CC(=O)c1cccc(NC(=O)NC2CC3CCCC(C2)N3CC(C)C)c1 (centres undefined)	0.1%	/
O=C(COc1ccccc1)Nc1cccc2nsnc12	1.4%&-3.6%	-8%&0%
Cn1c(=O)c2c(ncn2CC(=O)N2CCN(c3cccc(Cl)c3)CC2)n(C)c1=O	3.1%	2%
CC(=O)NS(=O)(=O)c1ccc(NC(=O)c2ccccc2OC(C)=O)cc1	4.7%	4%
COc1ccccc1C/C(N)=N/OC(=O)COc1ccccc1C	-5.3%	0%
CC(C)CCOC(=O)C1C(c2ccccc2)C(C(=O)O)C1c1ccccc1 (centres undefined)	4.7%	/
Cc1cc(C)n(-c2nc3sc4c(c3c(=O)[nH]2)CCCC4)n1	-2.0%	/
COc1ccc(CCN(Cc2cc3cccc(C)c3[nH]c2=O)C(=O)N2CCCC2)cc1OC	-6.3%	-4%
O=C(NN=C1C2CC3CC(C2)CC1C3)c1cccs1	7.2%	/
COc1ccccc1-c1nnc(SCC(=O)Nc2ccc(Cl)cc2Cl)o1	-4.2%	3%
Cc1cc(C)n(/N=C/c2cccc(O)c2)c(=O)c1C(N)=O	2.5%	-11%
CCOC(=O)NCc1ccc2c(c1)cc(C)n2C	11%	/
CN(C)c1ccc(C(c2nnnn2C(C)(C)C)N2CCN(C(=O)c3ccco3)CC2)cc1 (centres undefined)	-1.7%	-14%
CCOC(=O)CSc1nnc(C2CCCCC2)n1C	0.0%	-10%
O=C(CSc1n[nH]c(-c2cccnc2)n1)Nc1ccnc2ccccc12	4.2%	-6%
CN(C)c1ccc(NC(=O)CN2CCN(CC(=O)Nc3ccc(F)cc3)CC2)cc1	-8.3%	1%
The list goes on.
SMILES	Hsp70 displacement	MKP-3 inhibition
OC1CCCN(Cc2c3ccccc3cc3ccccc23)C1 (centres undefined)	2.7%	/
CC(C)C(=O)Nc1cccc(-c2cn3ccsc3n2)c1	3.1%	-14%
CCCN1CCN(C(=O)CCCNC(=O)Cn2cnc3sc(C)c(C)c3c2=O)CC1	-0.8%	9%
CC(=O)N1CC=C2C(C#N)=C(N)C(C#N)(C#N)C(C)C2C1 (centres undefined)	3.6%	3%
O=C(c1ccc2ccccc2c1)c1c[nH]cc1-c1ccccc1	9.1%	/
O=C(O)c1cccc2c1C(=O)N(C1CCCCC1)C2	-1.8%	-7%
O=C(c1cnn2ccccc12)N1CCc2ccccc21	2.5%	-5%
CC(C)(C)Nc1nc(SCc2ccccc2)nc(N2CCOCC2)n1	7.0%	5%
OC(CN1CCOCC1)c1ccc(Br)cc1 (centres undefined)	-3.7%	-1%
CCCOC(=O)c1ccc(OC(=O)c2ccco2)cc1	-3.4%	-4%
COc1ccc(OC)c(C2C(C(C)=O)=C(O)C(=O)N2Cc2cccnc2)c1 (centres undefined)	-2.1%	-1%
COc1ccc(S(=O)(=O)N2CCN(c3ccccc3OC)CC2)cc1OC	2.5%	-10%
CCOC(=O)C1=C(C)Nc2ncnn2C1c1ccccc1F (centres undefined)	0.7%	-8%
CS(=O)(=O)c1ccc(Cl)c(NC(=O)COC(=O)CNC(=O)c2ccc(Br)o2)c1	2.8%	2%
CC(C)(C)c1ccc2c(c1)OCC(C(=O)O)O2 (centres undefined)	-4.7%	-1%
CC1CCCN(C(=O)/C=C/c2ccccc2)C1 (centres undefined)	-3.1%	6%
Cc1ccc2ccc(S(=O)(=O)NCc3cccnc3)cc2c1	6.4%	-2%
COc1ccc(C(=O)NC(=S)Nc2ccc(I)cc2)cc1	1.6%	1%
CN(C)CCOC(=O)c1cccc(Br)c1	0.3%	/
Cc1ccc(CS(=O)(=O)CCC(=O)NCCN(C)Cc2ccccc2)cc1	-2.9%	/
COc1cc(OC)cc(C(C(=O)NC2CCCCC2)N(C(=O)c2ccno2)c2ccccc2)c1 (centres undefined)	1.2%	/
CC(=O)N(c1ccc(Cl)cc1)S(=O)(=O)c1ccc(Cl)cc1	-1.0%	-2%
CS(=O)(=O)N(CC(=O)Nc1ccccc1Cl)c1ccc(Oc2ccccc2)cc1	0.9%	0%
CCOC(=O)C1CCCN(C(=O)CC(c2ccccc2)c2ccccc2)C1 (centres undefined)	-1.3%	/
Cc1ccc(Cn2c(SCC(=O)NCc3ccco3)nc3ccsc3c2=O)cc1	-1.7%	-2%

Whole records from above. Order of values: Hsp70 displacement	MKP-3 inhibition
OC1CCCN(Cc2c3ccccc3cc3ccccc23)C1 (centres undefined) reads 2.7%	/
COc1ccc(C(=O)NC(=S)Nc2ccc(I)cc2)cc1 reads 1.6%	1%

(continued)
SMILES	Hsp70 displacement	MKP-3 inhibition
Cc1c(NC(=O)CN(c2cccc(Cl)c2)S(=O)(=O)c2ccccc2)c(=O)n(-c2ccccc2)n1C	-1.5%	-5%
COc1ccc(-c2cc3ccccc3oc2=O)cc1NC(=O)c1ccc(Br)o1	6.9%	26%
CCOc1ccc(CCNC(=O)C2CCC(=O)N2C2CCCCC2)cc1OCC (centres undefined)	-0.6%	5%
N#CCN1CCN(CC(=O)Nc2cccc3ccccc23)CC1	2.4%	/
COc1ccc(-n2c(SCC(=O)N3CCCCC3)nnc2-c2cccnc2)cc1	-2.8%	-5%
CCNC(=S)N1CCN(c2ccccc2OC)CC1	-2.5%	1%
Cc1ccc(C)c(-n2c(Cc3cc(=O)[nH]c(=O)[nH]3)nnc2SCC(=O)NCc2ccco2)c1	3.3%	-10%
CCOC(=O)C1=C(N)Oc2cc(C)[nH]c(=O)c2C1c1ccncc1 (centres undefined)	2.5%	-18%
COc1ccc(OC)c(NC(=O)c2[nH]c(C)c(C(C)=O)c2C)c1	-2.3%	-13%
CS(=O)(=O)Nc1ccc(S(=O)(=O)NCCc2ccccc2)cc1	2.4%	5%
CC1C(=O)CC(c2ccccc2)N(C)C1c1ccccc1 (centres undefined)	4.8%	-2%
OCCNc1ncnc2ccc(Br)cc12	2.6%	4%
CS(=O)(=O)C1=C(O)C(=O)N(CCCC(=O)O)C1c1ccccc1F (centres undefined)	-3.6%	-2%
C=CCSc1nc(N)c(C(=O)Nc2ccccc2)cc1C#N	1.5%	/
CCCC(=O)c1ccc(N2CCCCCC2)c(F)c1	-4.5%	-3%
CCCCn1c(CN(Cc2ccccc2)Cc2ccccc2)nc2c1c(=O)n(C)c(=O)n2C	-3.0%	/
COc1cc(NS(=O)(=O)c2ccc(NC(C)=O)cc2)ncn1	4.8%	/
O=C(Nc1ccc(Cl)c(Cl)c1)c1ccc(Cl)cc1Cl	-6.8%	-2%
CCOc1ccc(NC(=O)C(C)Sc2nnnn2C)cc1 (centres undefined)	9.4%	-8%
C/C(=N\N=C(/N)SC1CC(=O)N(c2ccc(C(=O)O)cc2)C1=O)c1ccc(C)cc1 (centres undefined)	5.5%	3%
CCCC(=O)Nc1ccc(NC(=O)c2ccc(Br)o2)cc1	2.6%	2%
CCOC(=O)N1CCN(CCC(=O)Nc2ccc(Br)cc2)CC1	5.2%	/
CC1CCN(S(=O)(=O)c2ccc(NC(=O)Cc3cccs3)cc2)CC1	-1.8%	/
CC1CN(Cc2nc3c(c(=O)n(C)c(=O)n3C)n2CCc2ccccc2)CC(C)O1 (centres undefined)	-2.4%	6%
COc1ccc(S(=O)(=O)N2CCCCCC2)cc1C(=O)OCC(=O)NC(N)=O	0.8%	-9%
More results follow.
SMILES	Hsp70 displacement	MKP-3 inhibition
CC(C)COc1ccc(C(=O)OCCN2CCOCC2)c(O)c1	6.8%	-4%
O=C(NCCCn1ccnc1)c1cnn2c(C(F)(F)F)cc(-c3ccc(Br)cc3)nc12	0.0%	2%
CC(=O)/C(C(N)=NC(=O)c1ccccc1)=C(/O)c1ccccc1	20%	2%
O=C(O)CN1C(=O)/C(=C/c2cccc(OCc3ccccc3Cl)c2)SC1=S	-0.6%	0%
CCOC(=O)C1=C(C)N=c2s/c(=C\c3cccs3)c(=O)n2C1c1cccc(OC)c1 (centres undefined)	-2.8%	4%
COc1ccc(NC(=S)N2N=CCC2c2ccccc2)cc1 (centres undefined)	-18%	/
N#CC(C#N)=C1CCCc2ccccc2N1	11%	-4%
COc1ccc(OC)c(-c2nnc(NC(=O)C(C)Sc3nncn3C)s2)c1 (centres undefined)	1.7%	-2%
O=C(c1cccc(N2C(=O)C3CC=CCC3C2=O)c1)N1CCCCCC1 (centres undefined)	0.3%	4%
O=C(O)c1ccc(CNC(=O)C2C3CCC(C3)C2C(=O)O)cc1 (centres undefined)	-2.7%	2%
CSCCC(NC(=O)c1cc(C)oc1C)C(=O)O (centres undefined)	-2.5%	/
CCCNC(=O)CCC(=O)Nc1ncc(-c2ccc(C)cc2)n1C	-1.7%	-9%
Cc1oc(/N=C/c2c(O)ccc3ccccc23)c(C#N)c1C	-7.4%	-4%
FC(F)C(F)(F)C1=CC(c2ccccc2)=NCCN1	1.2%	-13%
COc1ccc(C(=O)c2ccc(N(C)C)cc2)c2ccccc12	-1.6%	/

4 entries out of the list above, ordered by the value under MKP-3 inhibition, rising:
| Molecule | Hsp70 displacement | MKP-3 inhibition |
| --- | --- | --- |
| Cc1oc(/N=C/c2c(O)ccc3ccccc23)c(C#N)c1C | -7.4% | -4% |
| O=C(O)CN1C(=O)/C(=C/c2cccc(OCc3ccccc3Cl)c2)SC1=S | -0.6% | 0% |
| O=C(NCCCn1ccnc1)c1cnn2c(C(F)(F)F)cc(-c3ccc(Br)cc3)nc12 | 0.0% | 2% |
| CCOC(=O)C1=C(C)N=c2s/c(=C\c3cccs3)c(=O)n2C1c1cccc(OC)c1 (centres undefined) | -2.8% | 4% |
